Compound activity from PubChem BioAssay.
procasp3 activ: activators of human procaspase-3 D3A mutant, primary screen, biochemical, absorbance, PC-3 D3A mutant, single concentration. Caspase-3 (Homo sapiens), P42574. recombinant procaspase-3 D3A, Ac-DEVD-pNA absorbance 405 nm. activation, % at 8.5 µM. 0.11% of 330,000 active. AID 463141, 2010;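 active = activation above the mean of all tested compounds plus 3 SD, cut at about 21% in these data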;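 note: 0% = DMSO alone and 100% = DMSO wells spiked with extra 5 µM PC-3 D3A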
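Assay system: Autoprocessing-dead procaspase-3 D3A mutant enzyme; also added: Ac-DEVD-pNA; doses: one concentration, 8.5 µM nominal, 0.8% DMSO; times: 1 h compound preincubation, 2 h substrate hydrolysis at 25 °C; technique: 405 nm absorbance of p-nitroaniline, reads at 0 and 120 min; measure: % activation between DMSO and enzyme-spiked controls; repeats: single replicate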
AHR act: AHR activators, primary screen, cell-based, luminescence, luciferase reporter, human; Aryl hydrocarbon receptor (Homo sapiens), P35869; AHR-responsive luciferase reporter cells; activation, % at 5 µM; 2.5% of 320,000 active; in the data active = activation above about 47%;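 note: 0% = vehicle wells and 100% = reference agonist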
LAP4-GFP MLPCN: modulators of LAP4-GFP expression in yeast, primary screen, S. cerevisiae, multiplex flow cytometry, MLPCN library. 3 h; median GFP as percent of DMSO wells. GFP response vs DMSO, % at 10 µM. 0.34% of 320,000 active. AID 2023, 2009;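 active = GFP response vs DMSO above a set limit, about the screen mean plus 3 SD, cut at about 150% in these data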
MEP2-GFP yeast: modulators of MEP2-GFP levels in yeast, primary screen, S. cerevisiae, multiplex flow cytometry, MLPCN library. S. cerevisiae MEP2-GFP strain, 3 h; 100% = DMSO control level. GFP response vs DMSO, % at 10 µM. 0.51% of 330,000 active;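 active = GFP response versus DMSO above a set limit, roughly screen mean plus 3 SD, cut at about 180% in these data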;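 note: median GFP fluorescence of the barcode-gated MEP2-GFP cells per well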
proCasp7 act: procaspase-7 activators, primary screen, counter-screen for procaspase-3 activator project, biochemical, absorbance, HTS, human | Caspase-7 (Homo sapiens), P55210 | recombinant procaspase-7, Ac-DEVD-pNA absorbance 405 nm; D23A/D198A/D206A triple mutant, cannot self-cleave; scale: DMSO 0, 5 µM enzyme 100 | activation, % at 8.5 µM | 0.093% of 330,000 active;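 active = percent activation above the screen-wide mean plus 3 SD, cut at about 25% in these data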
Target sequence (P55210 whole entry D23A/D198A/D206A): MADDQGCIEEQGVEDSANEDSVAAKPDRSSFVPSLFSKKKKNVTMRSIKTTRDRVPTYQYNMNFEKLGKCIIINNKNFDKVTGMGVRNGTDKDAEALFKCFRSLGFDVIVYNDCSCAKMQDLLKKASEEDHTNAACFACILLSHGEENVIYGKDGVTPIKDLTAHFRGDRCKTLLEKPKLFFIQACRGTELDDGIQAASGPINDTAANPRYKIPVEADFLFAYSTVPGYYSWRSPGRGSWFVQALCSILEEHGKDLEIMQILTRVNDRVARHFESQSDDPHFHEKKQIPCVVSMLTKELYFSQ
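Assay system: Uncleavable procaspase-7 mutant enzyme / Input: 2 µM procaspase-7 mutant as dispensed / Dosing: single nominal 8.5 µM compound dose, 0.8% DMSO final / Timing: 1 h enzyme–compound preincubation and 2 h substrate reaction, both 25 °C / Detection: p-Nitroaniline absorbance at 405 nm, read at 0 and 120 min / Replication: singlicate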
RPL19A-GFP yeast: RPL19A-GFP expression modulators in yeast, primary screen, cell-based, S. cerevisiae, multiplex flow cytometry, MLPCN; S. cerevisiae RPL19A-GFP strain, 3 h; stronger effect = lower value; percent response vs DMSO, % at 10 µM; 0.3% of 330,000 active;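 active = percent response vs DMSO below 50%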;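 note: median channel GFP fluorescence of the barcoded RPL19A-GFP strain; ratio of sample median GFP to plate DMSO average so 100% = DMSO; lower means less RPL19A-GFP as with rapamycin TOR inhibition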
Yeast superoxide: reduction of superoxide in aged yeast, primary screen, HTS; S. cerevisiae aged cells, superoxide DHE fluorescence; stronger effect = lower value; superoxide response (% of plate mean), % at 10 µM; 0.18% of 330,000 active; AID 2690, 2010;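 active = superoxide response under a set limit, about three screen SD below normal, cut at about 65% in these data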;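 note: yeast aged for seven days with compound at 30 °C before DHE staining; 100% = average MFI of all compound-treated wells on the plate with controls excluded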
GASC-1 inh: inhibitors of GASC-1 histone demethylase, primary screen, biochemical, fluorescence, DELFIA europium; Lysine-specific demethylase 4C (Homo sapiens), Q9H3R0; GST-JMJD2C(1-420) H3K9me3 demethylation; inhibition, % at 2.35 µM; 0.069% of 330,000 active; AID 2099, 2009;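 active = more than half of a compound's replicate wells show inhibition beyond 50%, single wells judged on their own value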;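 note: signal counts dimethyl H3K9 product captured on neutravidin plate; 0% = median of DMSO wells and 100% = 0.3 times that DMSO median; strong numbers were not always called active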
Target sequence (Q9H3R0 1-420 limits assumed): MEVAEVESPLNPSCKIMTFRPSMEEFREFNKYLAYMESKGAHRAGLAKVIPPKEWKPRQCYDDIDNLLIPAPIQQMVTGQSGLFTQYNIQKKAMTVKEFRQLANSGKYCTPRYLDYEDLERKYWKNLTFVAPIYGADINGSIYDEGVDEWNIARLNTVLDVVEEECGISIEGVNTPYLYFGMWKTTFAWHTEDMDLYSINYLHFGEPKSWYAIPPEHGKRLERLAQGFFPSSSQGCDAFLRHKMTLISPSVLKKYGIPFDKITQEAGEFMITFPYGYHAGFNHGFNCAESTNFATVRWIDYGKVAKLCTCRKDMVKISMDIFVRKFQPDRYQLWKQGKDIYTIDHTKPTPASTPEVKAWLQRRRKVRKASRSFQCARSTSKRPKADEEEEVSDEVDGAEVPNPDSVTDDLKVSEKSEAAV
* hit, by the source's call; / = no result given; [ ] = dose if it differs, or a comment.

Values run as follows: procasp3 activ	Yeast superoxide	LAP4-GFP MLPCN	proCasp7 act	RPL19A-GFP yeast	MEP2-GFP yeast	AHR act	GASC-1 inh
[1] CCOC(=O)CN(C(=O)COc1nc(C)cc(C)c1C#N)c1ccc(F)cc1
    0	98	105	0	99	96	-1	2
[2] COc1ccc(C(=O)OCC(=O)Nc2ccc([N+](=O)[O-])cc2OC)c(O)c1
    4	87	91	-1	109	106	1	-9
[3] CCCCC(CCC(=O)Nc1ccccc1C(=O)OCC)C(=O)O (stereo not drawn)
    -4	95	96	13	95	93	3	0
[4] CCN(CC)CCN(C(=O)CCS(=O)(=O)c1ccccc1)c1nc2c(C)cc(C)cc2s1
    -1	107	112	7	104	107	21	15
[5] CC1(C)NC(=O)N(CC(=O)OCC(=O)Nc2sccc2C#N)C1=O
    9	96	96	4	93	102	3	16
[6] Cc1nc2ccccc2c2ncccc12
    3	90	84	-1	98	103	1	-1
[7] COc1ccc(S(=O)(=O)Nc2c(F)cccc2F)cc1
    5	117	106	10	104	105	0	1
[8] NS(=O)(=O)c1ccc(N/C=C\C(=O)c2ccc(F)cc2)cc1
    -1	102	113	0	103	104	11	12
[9] CN1CCN(C(=O)CC23CC4CC(CC(C4)C2)C3)CC1
    2	87	107	-2	102	103	-1	14
[10] O=C(O)CCCNS(=O)(=O)c1ccccc1
    2	97	94	9	91	95	1	15
[11] CCOc1ccc(C(=O)Nc2ccc3[nH]ncc3c2)cc1
    -5	90	93	10	100	107	47	-5
[12] Cn1ccnc1SCC(=O)Nc1cc(C(F)(F)F)ccc1N1CCOCC1
    2	111	104	-6	111	111	4	-1
[13] O=C(NCc1cccc(Cl)c1)c1cccc(S(=O)(=O)N2CCCCC2)c1
    5	104	98	0	98	91	1	-2
[14] Cc1ccc(Cn2nc(C)cc2C(=O)Nc2ccccc2Cl)cc1
    0	91	98	0	103	106	13	10
[15] Cc1cccc(CC2CC(=O)N(CCc3ccc4c(c3)OCO4)C2=O)c1 (stereo not drawn)
    -1	100	110	-8	98	90	11	4
[16] COCCn1c(-c2ccc(Cl)cc2)nc2c(c(=O)c3ccccc3n2C)c1=O
    0	101	98	-11	94	91	-1	-14
[17] CCn1c(SCC(=O)N2CCCC2)nc2c1c(=O)n(C)c(=O)n2C
    -5	88	100	5	101	107	-2	-1
[18] CCCS(=O)(=O)N1CCC(C(=O)NCCCOCC)CC1
    4	101	99	12	100	105	1	5
[19] CCOC(=O)COn1c(=O)c(-c2ccc(F)cc2)[n+]([O-])c2ccccc21
    /	101	94	/	104	108	/	0
[20] O=C(Nc1cccnc1)c1cc(-c2ccc(Br)cc2)nc2ccccc12
    -2	105	103	5	102	109	33	1
[21] COc1cc(OC)c2c(c1)C(=O)OC2OC (stereo not drawn)
    7	93	/	3	107	105	-1	-4
[22] COc1ccc(-c2nc(CN3CCCCC3c3cccnc3)c(C)o2)c(F)c1 (stereo not drawn)
    4	108	100	3	101	103	9	/
[23] CN(C)c1ccc(N=Cc2nc(-c3ccccc3)oc2OC(=O)c2cccc(Br)c2)cc1
    0	101	98	-8	102	109	23	0
[24] CN(CC(=O)Oc1ccc(-c2nnco2)cc1)S(=O)(=O)c1ccc(F)cc1
    -1	105	95	5	91	107	5	-11
[25] Nc1c(Cl)ncnc1N/N=C/c1cccc(O)c1
    -1	75	102	-9	98	96	6	7
[26] COC(=O)c1cccc(NC(=S)Nc2cccc(Cl)c2Cl)c1
    2	102	98	-3	98	103	2	2
[27] COc1ccc(CCn2c(C)ccc2C)cc1OC
    -4	97	97	-8	98	102	-1	1
[28] O=C(CSc1ccc(Cl)cc1)N1CCOCC1
    -1	83	100	3	99	100	-1	24
[29] Cc1ccc(C(=O)NNC(=O)OC(C)(C)C)c(Cl)c1
    -1	89	107	2	98	111	-1	-6
[30] COc1ccc(Cl)cc1NC(=O)C[n+]1ccccc1
    -3	113	78[may fluoresce violet]	10	89[may fluoresce violet]	103[may fluoresce violet]	1	-15
[31] CC(=O)Nc1ccc(/C(C)=N/Nc2nc(Nc3ccccc3)nc(N3CCOCC3)n2)cc1
    5	117	96	8	99	103	8	10
[32] COc1ccc2c(c1)C(c1ccc(Cl)cc1)NC(=O)C2 (stereo not drawn)
    8	103	102	-4	97	94	0	-2
[33] COc1ccc(CCNS(=O)(=O)c2ccc([N+](=O)[O-])cc2)cc1OC
    4	102	89	9	98	105	0	-5
[34] CCN(CC)CCC(O)(c1ccccc1)C1CCCCC1 (stereo not drawn)
    1	100	94	5	105	100	-1	0
[35] COc1cc(C(=O)OCC(=O)Nc2ccc(C)cc2)cc(OC)c1OC
    6	101	96	5	104	96	1	8
[36] COCCN(C(=O)c1cc2c(s1)CCCCC2)c1c(N)n(CC(C)C)c(=O)[nH]c1=O
    -8	138	100	11	101	100	0	-2
[37] C[C@H]1CN([C@@H](C)CO)C(=O)c2cccc(NC(=O)Nc3ccc(C(F)(F)F)cc3)c2O[C@@H]1CN(C)S(=O)(=O)c1ccccc1
    5	111	110	2	107	106	3	/
[38] CNC(=O)c1ccsc1NC(=O)c1ccc(Cl)s1
    4	103	95	0	98	99	66*	2
[39] O=C(CN1C(=O)c2cccc([N+](=O)[O-])c2C1=O)N1CCN(c2ccc(F)cc2)CC1
    -5	87	104	1	104	107	0	0
[40] CC(C)CC(=O)N[C@H](C(=O)N[C@H](C(=O)N[C@@H](CC(C)C)[C@@H](O)CC(=O)N[C@@H](C)C(=O)N[C@@H](CC(C)C)[C@@H](O)CC(=O)O)C(C)C)C(C)C
    1	100	98	15	109	108	-3	/
[41] COCC(=O)N(C)C[C@H]1N[C@@](C)(C(=O)OC)[C@H]2C(=O)N(Cc3ccccc3)C(=O)[C@@H]12
    14	92	103	17	101	103	-1	/
[42] CCN(CC)S(=O)(=O)c1ccc(N2CCCC2)c(NC(=O)C2CSC3(C)CCC(=O)N23)c1 (stereo not drawn)
    2	88	102	-6	101	96	-1	0
[43] COc1ccc(NC(=O)CSc2ccc(-c3ccco3)nn2)c(OC)c1
    -3	102	94	-3	96	103	12	-2
[44] Cc1nc(C)n(CC(C)C(=O)N2CCN(S(=O)(=O)c3ccc(Cl)cc3)CC2)n1 (stereo not drawn)
    -6	93	96	-5	101	104	-1	-8
[45] NCCN1CCN2C(=O)CN(C(=O)c3ccccc3)CC12 (stereo not drawn)
    4	87	/	5	/	/	0	33
[46] COc1ccc(C2=NN3C(=O)c4c(ccc(OC)c4OC)C3C2)cc1 (stereo not drawn)
    -8	102	101	-8	89	94	1	1
[47] NS(=O)(=O)c1cc(C(=O)OCC(=O)NC2CC2)ccc1Cl
    0	101	94	10	96	95	-3	-2
[48] O=C(OCc1nnc(-c2ccccc2)o1)c1cc(F)c(F)cc1Cl
    1	95	110	11	96	88	4	-1
[49] O=C(NCc1cccc(Br)c1)C1CC(c2cc(C(F)(F)F)cc(C(F)(F)F)c2)=NO1 (stereo not drawn)
    0	94	115	10	101	92	-2	-21
[50] CCc1nnc(NS(=O)(=O)c2ccc(NS(=O)(=O)c3ccccc3[N+](=O)[O-])cc2)s1
    -3	70	100	-16	105	105	11	-6
[51] CC(=O)NC(Cc1cc(C)ccc1C)C(=O)N1CCN(C(=O)c2ccc(Br)cc2)CC1 (stereo not drawn)
    13	95	108	6	106	107	1	9
[52] COc1ccc(C(=O)N/C(=C\c2cn(S(=O)(=O)N(C)C)c3ccccc23)C(=O)NCCCN2CCOCC2)cc1
    4	87	93	9	97	107	0	-10
[53] CCN(CC)C(=O)CSc1nc2ccsc2c(=O)n1CCCC(=O)NCCc1ccc(S(N)(=O)=O)cc1
    10	82	102	-2	102	110	3	-1
[54] Clc1ccc(-n2cccc2CN2CCc3c([nH]c4ccccc34)C2c2ccccn2)nc1 (stereo not drawn)
    -3	90	87	-1	88	87	24	3
[55] COc1ccccc1C(=O)COC(=O)c1ccccc1OCC(=O)Nc1ccc(SC(F)F)cc1
    6	102	97	4	100	96	0	-1
[56] CCOC(=O)c1cnc2ccc(OCC)cc2c1NCc1ccccc1OC
    11	97	100	-1	102	116	2	4
[57] O=C(CC(c1ccc(F)cc1)c1ccco1)N1CCCC1 (stereo not drawn)
    2	112	97	-8	101	100	-1	-1
[58] COCCNC(=O)c1ccc(C)c(NC(=O)C2=C(C)OCCS2)c1
    -11	108	106	15	104	111	0	-6
[59] O=C(NCCN1CCOCC1)c1noc2c1CCc1ccccc1-2
    -3	80	92	6	92	97	6	-13
[60] CCOc1cc(S(=O)(=O)NCC2OCCc3ccccc32)c(OCC)cc1-n1cnnn1 (stereo not drawn)
    8	81	98	2	97	97	0	4

(further entries)
Values run as follows: procasp3 activ	Yeast superoxide	LAP4-GFP MLPCN	proCasp7 act	RPL19A-GFP yeast	MEP2-GFP yeast	AHR act	GASC-1 inh
[61] CCCC(=O)N(Cc1cc2ccccc2[nH]c1=O)c1ccccc1OC
    -3	107	107	11	97	102	0	-18
[62] S=c1[nH]nc(Nc2cccc3ccccc23)s1
    -32	97	116	-28	96	95	23	-2
[63] O=C(c1cc(-c2ccc(Cl)cc2Cl)on1)N1CCCCCC1
    -1	83	91	-5	103	100	-5	4
[64] COc1ccccc1NC(=O)CCNS(=O)(=O)c1ccc2[nH]c(=O)oc2c1
    0	97	105	-6	99	108	-2	-3
